APJ antagonist – APJ receptor antagonism. AID 2521. CHO-K1 APJ beta-arrestin complementation, luminescence. inhibition, % at 20 µM. hit rate 0.32% among 330,000;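 active means inhibition above about 40% at 20 µM, limit read from the data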;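 further: cells challenged with 10 nM apelin-13 agonist together with compound; plate controls were apelin-13 plus DMSO wells for no effect and DMSO wells lacking apelin-13 for full effect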
Target sequence (P35414 whole entry, looked up): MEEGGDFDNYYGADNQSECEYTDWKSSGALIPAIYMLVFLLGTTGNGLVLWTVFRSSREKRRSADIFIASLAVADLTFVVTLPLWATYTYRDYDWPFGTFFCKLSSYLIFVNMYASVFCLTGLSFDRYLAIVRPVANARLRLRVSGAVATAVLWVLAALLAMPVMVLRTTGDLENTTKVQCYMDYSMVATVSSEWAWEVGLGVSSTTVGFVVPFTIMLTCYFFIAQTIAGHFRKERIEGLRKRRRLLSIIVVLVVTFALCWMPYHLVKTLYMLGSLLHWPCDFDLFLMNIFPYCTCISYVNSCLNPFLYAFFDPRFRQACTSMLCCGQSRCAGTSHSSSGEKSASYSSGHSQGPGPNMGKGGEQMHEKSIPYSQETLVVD
TIM10 inh – inhibits growth of TIM10 yeast strain | S. cerevisiae TIM10 strain growth, BacTiter-Glo luminescence, 24 h | inhibition, % at 10 µM | hit rate 1.4% among 330,000;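 active means inhibition of 40% or more at the single tested concentration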;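 further: wild-type TIM10 isogenic control strain grown at permissive 25 °C; 0% = DMSO yeast wells and 100% = minimal medium wells without yeast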
CXCR6 inh – inhibitors of human CXCR6 receptor; hit rate 0.36% among 360,000; inhibition, % at 20 µM; AID 602244; CHO-K1 PathHunter CXCR6 beta-arrestin, luminescence; O00574; in the data active means inhibition above about 34%, passing the limit was not always enough;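 further: antagonist mode with CXCL16 agonist at 10 nM final; 0% = 10 nM CXCL16 with DMSO and 100% = unstimulated wells without agonist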
Target sequence (O00574 whole entry, looked up): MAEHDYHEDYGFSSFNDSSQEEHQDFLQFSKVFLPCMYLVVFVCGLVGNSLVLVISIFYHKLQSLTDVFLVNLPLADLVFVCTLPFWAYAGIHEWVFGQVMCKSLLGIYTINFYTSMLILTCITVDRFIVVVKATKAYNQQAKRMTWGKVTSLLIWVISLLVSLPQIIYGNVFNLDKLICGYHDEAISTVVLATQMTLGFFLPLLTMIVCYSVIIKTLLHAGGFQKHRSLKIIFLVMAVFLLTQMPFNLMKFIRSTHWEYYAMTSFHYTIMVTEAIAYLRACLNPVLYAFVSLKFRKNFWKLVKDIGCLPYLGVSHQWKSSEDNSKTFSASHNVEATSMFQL
Mdm2 MdmX PPI – disrupts the human Mdm2-MdmX interaction; O15151+Q00987; AID 485346; hit rate 3% among 330,000; inhibition, % at 8 µM; SaOS-2 split-luciferase Mdm2/MdmX complementation, luminescence;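 active means inhibition of at least 50% at 8 µM in the primary screen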
APJ ag – activates the human apelin receptor APJ | CHO-K1 APJ PathHunter beta-arrestin, luminescence; 0% DMSO wells, 100% apelin | activation, % at 20 µM | hit rate 0.11% among 330,000;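 active means activation more than six SD over the plate average, tested at 20 µM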;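 further: 0% = DMSO alone and 100% = apelin-13 at 10 nM; some results filed as inactive read as strong as hits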
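Material: engineered CHO-K1 APJ arrestin reporter cells; amount: 1000 CHO-K1 reporter cells seeded per well; incubation: compound stimulation 90 min at 25 °C, detection 60 min; signal: luminescent beta-gal fragment complementation, chemiluminescent substrate; read-out basis: APJ agonist activity; controls: DMSO-only wells as negative, 10 nM Apelin-13 as positive control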
UPR XBP1 act – adaptive UPR (XBP1) activation; CHO-XBP1 luciferase reporter, IRE1-XBP1 UPR activation, luminescence; percent of tunicamycin response, DMSO as zero; AID 463104; activation, % at 20 µM; hit rate 0.33% among 330,000;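 active means versus positive control, 20 µM dose yields 30% or more activation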;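 further: 100% = tunicamycin at 10 µg/mL and 0% = DMSO only wells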
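Material – CHO cell line with stable XBP1 luciferase reporter · Buffer or medium – F12 plus 10% FBS · Compound – single point, 20 µM final compound, 1% DMSO · Schedule – 16-18 h cell attachment at 37 °C, then 6 h compound exposure · Signal – Steady-Glo luminescence read · Benchmarks – high control tunicamycin 10 µg/mL final, low control DMSO vehicle only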
tim10-1 inh – tim10-1 yeast growth inhibition. S. cerevisiae tim10-1 ts strain growth, BacTiter-Glo, 24 h. inhibition, % at 20 µM. hit rate 2.2% among 330,000;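 active means inhibition of at least 40%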;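 further: mutant grown at 25 °C; 0% = DMSO wells with yeast and 100% = wells holding no yeast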
tim23-1 inh – inhibits growth of tim23-1 mutant yeast; S. cerevisiae tim23-1 growth, BacTiter-Glo luminescence, 24 h; inhibition, % at 20 µM; hit rate 1.3% among 330,000; AID 463212;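 active means growth inhibition of the mutant yeast at or above 50%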;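 further: temperature-sensitive mutant grown at 25 °C; plate controls were DMSO-treated mutant yeast for no effect and medium wells lacking yeast for full effect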
UPR CHOP act – apoptotic UPR (CHOP) activation; AID 449763; hit rate 0.34% among 330,000; CHO-CHOP luciferase reporter, luminescence; percent of tunicamycin response over DMSO baseline; activation, % at 10 µM;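 active means at 10 µM dose, activation of 40% or more, normalized to positive control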;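 further: 100% = tunicamycin at 10 µg/mL and 0% = DMSO alone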
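System: CHO CHOP reporter cells. Amount: 500 cells per well. Buffer or medium: F12 medium, 10% FBS. Compound dosing: one dose, 10 µM in 0.5% DMSO. Incubation: 6 h compound exposure at 37 °C after overnight seeding. Technique: Steady-Glo luciferase luminescence. Benchmarks: tunicamycin and DMSO controls.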
* marks the source's active call; other numbers are inactive results; nt = not tested or not shown. Some of the compounds tested; the hit share may differ from the screen's.

SMILES	APJ antagonist	TIM10 inh	CXCR6 inh	Mdm2 MdmX PPI	APJ ag	UPR XBP1 act	tim10-1 inh	tim23-1 inh	UPR CHOP act
COc1ccccc1C(CNc1ncccc1[N+](=O)[O-])N(C)C (stereo not drawn)	-9	-6	11	5	0	-1	9	13	-1.2
O=C(CC1NCCNC1=O)Nc1ccc(Oc2ccccc2)cc1 (stereo not drawn)	-29	-5	5	1	-1	0	8	14	1.7
O=C1CCN(Cc2cccnc2)CCN1[C@H](CO)c1ccccc1	9	0	-6	3	1	-2	-15	7	0.5
COc1ccc(S(=O)(=O)NCC2CCCN(C(=O)CC3CCCC3)C2)cc1 (stereo not drawn)	8	15	-7	19	-2	-4	23	23	-0.5
CCNS(=O)(=O)c1ccc(NC(=O)Nc2cc(C)ccc2OC)cc1	-7	2	1	31	0	-3	5	5	0.3
O=C(O)c1cccnc1Sc1ncnc2sc3c(c12)CCC3	15	-7	-2	18	-3	-1	-5	0	0.8
CN(C)CCOCCSc1ccc(Cl)cc1	-3	7	5	-7	-5	2	3	3	0.3
COc1ccc(OC)c(NC(=O)C2CCCN2C(=O)OCc2ccccc2)c1 (stereo not drawn)	-11	-5	-12	1	-1	-4	7	14	0.9
Cc1cc(=O)[nH]c(N/N=C/c2ccc(-c3ccc(F)cc3)o2)n1	13	10	-17	-4	-5	-4	18	16	3.7
Clc1ccc(-n2nnnc2-c2cnc(-c3ccccn3)nc2-c2cccs2)cc1	12	0	-1	12	0	0	3	5	0.9
Cn1c(=O)c2c3c(sc2n2c(SCC(N)=O)nnc12)CC(C(C)(C)C)CC3 (stereo not drawn)	29	-4	9	25	-4	5	5	18	3.5
CCN(Cc1ccccc1)S(=O)(=O)c1c(C)[nH]c(C)c1C(=O)N1CCCCC1	7	-3	0	16	-3	0	3	-9	-0.2
COc1ccc(S(=O)(=O)N(CCc2ccccc2)CC(=O)O)cc1	6	-5	8	11	-2	-3	0	6	-1.2
O=C1C=CCC(/C=C/c2ccccc2)O1 (stereo not drawn)	22	35	nt	61*	-1	-5	55*	40	3.4
COc1ccc(C(c2sc3nc(C)nn3c2O)N2CCc3ccccc3C2)cc1 (stereo not drawn)	10	8	-1	-25	-3	-2	22	16	2.3

Quoted at random: 2 compounds from above, in no set order.
SMILES	APJ antagonist	TIM10 inh	CXCR6 inh	Mdm2 MdmX PPI	APJ ag	UPR XBP1 act	tim10-1 inh	tim23-1 inh	UPR CHOP act
CCN(Cc1ccccc1)S(=O)(=O)c1c(C)[nH]c(C)c1C(=O)N1CCCCC1	7	-3	0	16	-3	0	3	-9	-0.2
COc1ccc(OC)c(NC(=O)C2CCCN2C(=O)OCc2ccccc2)c1 (stereo not drawn)	-11	-5	-12	1	-1	-4	7	14	0.9

Later entries:
SMILES	APJ antagonist	TIM10 inh	CXCR6 inh	Mdm2 MdmX PPI	APJ ag	UPR XBP1 act	tim10-1 inh	tim23-1 inh	UPR CHOP act
O=C(COC(=O)c1ccc2c(c1)OCCO2)NCc1ccccc1	-3	-5	-14	8	-3	6	4	1	-1.1
O=C(Nc1ccc(N2CCOCC2)c(Cl)c1)c1ccc(-n2cnnc2)cc1	7	-1	3	10	0	-4	-7	-12	-1.0
COCCCn1c(C(=O)N2CCOCC2)cc2c(=O)n3ccccc3nc21	-2	-6	6	2	10	-3	-12	2	1.4
COc1cccc(NS(=O)(=O)c2ccc3[nH]cc(C(=O)N(C)Cc4ccco4)c(=O)c3c2)c1	1	-5	5	-24	5	-2	-2	6	2.2
Cc1ccc(C(=O)N/C(=C\c2ccccc2)C(=O)NCCCn2ccnc2)cc1	-5	-16	0	-5	-3	-3	10	8	-0.1
C=CCn1c(SCc2nc3cc(C(F)(F)F)ccc3c(=O)[nH]2)nc2sc(CC)cc2c1=O	-14	-14	0	10	3	-1	28	18	-2.4
N#CC(C#N)=Cc1ccccc1OCc1ccccc1	11	35	nt	-21	1	0	23	50	4.2
COc1ccccc1C(=O)NCCC(=O)NC1CCCCCC1	-3	-6	2	11	-2	3	-4	-3	0.6
CNC(=O)COC(=O)c1cc(=O)[nH]c2ccccc12	13	-7	-10	11	-3	-3	19	20	-1.4
CC(C)(C)c1ccc(S(=O)(=O)Nc2cccnc2)cc1	10	16	2	-34	-1	-2	12	19	-0.5
CC1CCN(S(=O)(=O)c2ccc3c(c2)oc(=O)n3C)CC1	-7	-3	-8	-1	-1	0	21	22	1.0
O=C(NNc1c(F)c(F)cc(F)c1F)C1CCN(S(=O)(=O)c2ccccc2F)CC1	4	-7	-8	-17	-3	0	-13	-12	0.2
COCCN1CCN(C(=O)c2cc(COc3cncc(Cl)c3)on2)CC1	-4	8	0	7	7	-2	-2	6	0.3
Cc1nc(C(Cl)(Cl)Cl)nc2[nH]ccc(=O)c12	-9	-6	2	26	0	-2	-4	10	-1.4
C/C(CC(=O)Nc1ccc(OCc2ccccc2)cc1)=N\NC(=O)C(=O)Nc1ccc(C)c(Cl)c1	7	2	6	-4	-1	0	7	11	4.1

The results go on.
SMILES	APJ antagonist	TIM10 inh	CXCR6 inh	Mdm2 MdmX PPI	APJ ag	UPR XBP1 act	tim10-1 inh	tim23-1 inh	UPR CHOP act
CCN(CC)c1ccc(NC(=O)COC(=O)/C=C/c2nc3ccccc3s2)cc1	3	25	7	-7	-3	0	25	18	-0.1
CCCSCCCNC(=O)Cn1cc2c(n1)CCC(C)C2 (stereo not drawn)	7	3	-2	-22	-1	-3	14	18	-0.4
Cc1[nH]nc(-c2ccc(O)cc2O)c1Oc1ccccc1	5	-6	1	39	-3	-1	-4	20	1.0
CC1(C)Cc2c(ccc3ccccc23)-c2nnc(-c3cccnc3)n21	4	8	-2	14	-1	-2	-7	7	2.4
O=C(COC(=O)C1CC(=O)N(c2ccccc2)C1)c1ccccc1 (stereo not drawn)	2	5	5	3	-1	2	5	0	-1.0
CC(C)(C)C(=O)Nc1ncccc1C(O)c1cccc(C(F)(F)F)c1 (stereo not drawn)	5	-1	-4	4	-4	-2	12	-1	0.0
COc1ccc(C2CC(=O)c3cnc(NC(=O)c4ccco4)nc3C2)cc1 (stereo not drawn)	12	5	3	-6	-1	-1	8	9	-2.4
CC1=NCCN1S(=O)(=O)c1cc([N+](=O)[O-])ccc1Cl	-49	3	-3	4	0	0	4	9	-2.1
COC(=O)c1ccc(C(C(=O)NC2CCCCC2)N(C(=O)Cc2cccs2)C2CC2)cc1 (stereo not drawn)	12	31	-3	15	-4	-1	24	14	-3.6
COc1ccc(CC(=O)N/N=C(\C)c2cccs2)cc1OC	-4	5	2	34	-6	-1	0	22	-0.1
Cc1cc(-c2nnc(CCC(=O)NCc3cccc(C(F)(F)F)c3)o2)no1	-12	-3	-11	-20	-2	1	4	5	4.2
NC(=O)C1CCN(C(=O)Cc2ccc(-c3ccccc3)cc2)CC1	-13	6	-1	-21	0	-1	12	5	3.3
CC(Cn1nnc2ccccc21)C(=O)O (stereo not drawn)	10	14	-7	-18	-4	-1	7	5	0.8
CCCn1c(C(C)Nc2nc(-c3cc(Cl)c(N)c(Cl)c3)cs2)nc2cc(Cl)c(N3CCCCC3)cc21 (stereo not drawn)	-47	14	12	32	-5	-3	16	12	2.5
CC(=O)Oc1ccc(/C=C2/CCc3ccccc3C2=O)cc1	-3	31	-2	-6	2	-3	-11	60*	-0.4

The results go on:
SMILES	APJ antagonist	TIM10 inh	CXCR6 inh	Mdm2 MdmX PPI	APJ ag	UPR XBP1 act	tim10-1 inh	tim23-1 inh	UPR CHOP act
Cn1cnc2ccc([N+](=O)[O-])cc2c1=O	4	-1	-11	9	-1	0	12	0	-0.6
COC(=O)c1cc(=O)n(Cc2ccc3c(c2)OCO3)c(=Nc2ccccc2)s1	19	1	9	36	-7	-5	18	17	0.8
CC(=O)C(CC(=O)N1CCCC1)C(=O)Nc1ccc(Cl)cc1 (stereo not drawn)	-1	-5	0	-4	0	-3	3	7	-0.8
CCOC(=O)c1c(C)[nH]c2c1cc(O)c1ccccc12	-78	2	-12	23	10	14	-1	21	3.9
Cc1ccc(OCCNC(=O)CNC(=O)c2ccc(C)c(C)c2)cc1	-8	7	-8	-5	-1	-2	7	1	0.3
COc1ccc(C(=O)Nc2ccc3nc4n(c(=O)c3c2)CCCC4)cc1[N+](=O)[O-]	4	-31	nt	10	-1	0	-13	-52	-0.5
N/C(=N\OC(=O)c1cc(-c2ccccc2)nc2ccccc12)c1ccccn1	-36	84*	-8	34	6	8	54*	81*	2.4
COCCCn1c(-c2ccccc2Cl)n[nH]c1=S	4	4	1	15	-1	-1	7	11	-2.6
COc1cccc(-n2c(SCC(N)=O)nnc2-c2ccncc2)c1	14	-3	0	16	-1	-1	8	20	-1.1
CCOC(=O)c1ccc(NC(=S)Nc2cccc(C)n2)cc1	-6	5	10	14	-2	3	12	5	2.2
FC(F)(F)c1ccc(CN2C[C@@H]3C(c4ccc(Cl)nc4)C4(c5ccccc5)CC3(C4)[C@H]2c2ccccc2)cc1 (stereo partly drawn)	-20	16	0	33	-1	1	20	23	-0.9
Cc1c(C#N)c(N)nc2c3c(sc12)NC(=O)CC3c1ccc(Cl)cc1 (stereo not drawn)	-8	-9	3	92*	4	8	15	-16	3.9
Cc1cc2cc(OCC(=O)O)ccc2n1C	-7	-2	-3	-21	-2	1	19	5	-1.8
O=C(Cn1ccc(C(F)(F)F)n1)NNC(=O)c1ccco1	-68	-3	-4	18	-1	1	-7	-9	0.2
Cc1cc(C)c(C)c(S(=O)(=O)Nc2cccc(-n3cnnn3)c2)c1C	-4	-19	-8	19	-1	-4	10	-10	-0.1

New compounds follow:
SMILES	APJ antagonist	TIM10 inh	CXCR6 inh	Mdm2 MdmX PPI	APJ ag	UPR XBP1 act	tim10-1 inh	tim23-1 inh	UPR CHOP act
C=C(C)COc1ccc(-c2ncncc2Oc2ccc(OC)cc2)c(O)c1	-18	20	5	19	6	-2	8	21	1.3
COc1cc(C2/C(=C(/O)c3ccc(F)cc3)C(=O)C(=O)N2CCCC(=O)O)ccc1O (stereo not drawn)	13	-29	2	-5	-3	0	-3	4	2.4
NC(=O)c1ccc(NC(=O)CCCN2C(=O)c3ccccc3C2=O)cc1	-10	-21	-6	-1	0	-2	9	-2	0.1
COc1ccc(/C(N)=N/OC(=O)c2cccc([N+](=O)[O-])c2)cc1OC	-38	6	-8	-2	20	6	42*	11	6.2
C/C(=N\N=C1\NC(=O)C(CC(=O)Nc2ccc(C)c(Cl)c2)S1)C(C)(C)C (stereo not drawn)	5	44*	6	32	-2	-1	52*	21	-1.7
O=C1C=C(N(CCO)CCO)C2(CCCCC2)O1	20	6	-7	13	-3	0	9	2	0.6
Cc1cc(C)n(C(=O)Cn2nc(C)c(Br)c2C)n1	1	4	1	15	-3	-2	3	22	4.1
COc1ccccc1OCC(=O)Nc1ccccn1	11	5	2	-74	-1	-4	11	21	-0.7
O=C(CSc1nncn1-c1cccnc1)N1CCOCC1	2	4	-6	-14	-1	-2	8	1	-1.7
O=C(O)C1=NOC(CNc2ncc(C(F)(F)F)cc2Cl)C1 (stereo not drawn)	-4	-14	6	-17	-4	1	17	0	-1.3

Screening results: PubChem, Sanford-Burnham Center for Chemical Genomics
